# STK33 inh: blocks human STK33 kinase activity; Q9BYT3; purified STK33, MBP phosphorylation, ADP-Glo luminescence; inhibition, % at 10 µM; 320,000 tested, 0.073% active; AID 2661;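 active = inhibition at or above 25%, using the most active replicate where run in duplicate; inactive = inhibition below 25%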
# Target sequence (Q9BYT3 whole entry, looked up): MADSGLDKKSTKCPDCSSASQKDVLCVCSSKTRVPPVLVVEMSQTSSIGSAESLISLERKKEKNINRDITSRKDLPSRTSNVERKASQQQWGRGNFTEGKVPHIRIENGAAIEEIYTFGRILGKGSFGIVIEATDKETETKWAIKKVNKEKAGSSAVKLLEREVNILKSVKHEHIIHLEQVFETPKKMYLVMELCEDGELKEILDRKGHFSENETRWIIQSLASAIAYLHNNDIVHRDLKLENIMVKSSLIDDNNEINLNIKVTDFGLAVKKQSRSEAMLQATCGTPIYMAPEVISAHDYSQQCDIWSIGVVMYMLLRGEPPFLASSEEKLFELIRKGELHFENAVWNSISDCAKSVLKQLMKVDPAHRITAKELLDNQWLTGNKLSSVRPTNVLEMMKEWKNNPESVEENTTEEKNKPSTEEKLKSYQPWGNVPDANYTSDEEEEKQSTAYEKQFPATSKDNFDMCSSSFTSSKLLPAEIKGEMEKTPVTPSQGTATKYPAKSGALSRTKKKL
# Kir21 inh: inhibitors of mouse Kir2.1 inward-rectifier potassium channel; P35561; HEK293-Kir2.1, FluxOR thallium flux fluorescence; hits give low values; B-score at 10 µM; 310,000 tested, 0.85% active;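 active = fluorescence ratio B-score at or below minus 3 SD of library scores, with starting-brightness B-score within 2 SD, cut at about -4.2 in these data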;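 also: channel flux triggered by added potassium and thallium sulfate stimulus; B-score of peak minus minimum fluorescence over baseline after thallium stimulus; more negative B-score means stronger Kir2.1 block with less thallium influx; some compounds called inactive have numbers as strong as hits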
# Target sequence (P35561 whole entry, looked up): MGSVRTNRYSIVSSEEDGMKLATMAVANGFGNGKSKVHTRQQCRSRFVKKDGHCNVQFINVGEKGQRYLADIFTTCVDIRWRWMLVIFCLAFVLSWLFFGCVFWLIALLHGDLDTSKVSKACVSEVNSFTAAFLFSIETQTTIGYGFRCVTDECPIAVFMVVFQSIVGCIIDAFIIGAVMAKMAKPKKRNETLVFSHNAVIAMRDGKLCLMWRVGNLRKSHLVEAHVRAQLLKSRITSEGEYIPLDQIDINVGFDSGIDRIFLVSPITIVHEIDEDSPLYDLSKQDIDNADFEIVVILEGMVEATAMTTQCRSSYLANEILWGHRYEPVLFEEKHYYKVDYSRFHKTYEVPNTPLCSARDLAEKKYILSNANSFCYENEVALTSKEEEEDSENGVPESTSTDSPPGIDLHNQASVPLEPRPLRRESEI
# The depositor's hits bear a star; · = not tested or not shown.
entry	molecule	STK33 inh	Kir21 inh
1	COc1ccccc1C1N(c2ccc(F)cc2)C(=O)C2CCCN21 (stereo not given)	-1.1	0.02
2	Cc1ccc(C(=O)Cn2nnc(-c3cccs3)n2)cc1	0.3	-0.63
3	CCOC(=O)C1C(=O)NC(SCC(=O)OC)=C(C#N)C1c1ccccc1OCC (stereo not given)	0.0	-0.3
4	CCOc1ccc(-n2c(N)c(-c3nc4ccccc4[nH]3)sc2=S)cc1	0.4	-0.44
5	Cc1cc(C)c2c(n1)sc1c(=O)[nH]c(SCc3ccccc3)nc12	-0.7	0.26
6	CN1C(=O)N(C)C2(c3ccccc3)NNC(N)=NC12c1ccccc1 (stereo not given)	-1.0	-1.1
7	CC(C)OCCCn1c(NN)nc2ccccc2c1=O	0.8	-1.2
8	Cc1nc2ccccn2c1C(=O)NNS(=O)(=O)c1ccc(Cl)cc1	0.1	-0.43
9	CCCC(=O)N1CCc2cc(-c3nc(N)sc3C)ccc21	-0.9	0.35
10	O=C(Nc1cccc(Cl)c1)N1CCN(C/C=C/c2ccccc2)CC1	-2.9	-1.9
11	O=C(O)c1c[nH]c2ccc(F)cc2c1=O	-1.2	1.5
12	Cn1c(SCC(=O)Nc2ccccc2)nnc1-c1ccc(NC(=O)CCc2ccccc2)cc1	1.8	0.67
13	CCOC(=O)c1sc2nc(NC(=O)C3CC3)sc2c1C	0.6	-1.6
14	FC(F)(F)C1CCCN(c2nsc3ccccc23)C1 (stereo not given)	-1.5	-2.2
15	Cc1c(C(=S)Nc2ccccc2)cnn1-c1ccccc1	-0.1	-0.01
16	COc1ccc(N2CC(C(=O)N[C@@H](C)C(=O)NCCc3ccccc3)CC2=O)cc1 (stereo not given in full)	0.0	0.76
17	O=C(NCc1nc2ccccc2[nH]1)C1=C[C@H](C2CC2)C[C@H](OCCCCO)O1	-1.1	0.95
18	COc1ccc(N(CC(=O)NCc2ccco2)C(=O)CCC(=O)Nc2nccs2)c(OC)c1	-0.1	-0.39
19	COc1ccc(CC(O)COS(N)(=O)=O)cc1 (stereo not given)	-0.2	-0.31
20	CC(C)(C)c1nnc(NC(=O)CN2C(=O)C3C4C=CC(C4)C3C2=O)s1 (stereo not given)	-0.1	0.51
21	COc1cc2c(cc1OC)C(c1cccs1)N(C(=O)C(C)C)CC2 (stereo not given)	-0.7	-0.45
22	COc1cc(/C=C2\SC(=S)N(CCCCC(=O)O)C2=O)ccc1OS(=O)(=O)c1ccc(C)cc1	0.9	0.4
23	COc1ccc(/C=c2\sc3nc(=O)c(C)nn3c2=O)c(OC)c1	0.4	-2.4
24	CCOC(=O)C1CCCN(C2CCN(Cc3nc(Cc4ccccc4)no3)CC2)C1 (stereo not given)	-1.3	1.7
25	O=C(NCCC(=O)N(CCc1ccccc1)Cc1ccccc1)c1ccccc1Cl	-0.8	-1.8
26	Cc1ccnc(NS(=O)(=O)c2ccc(NS(C)(=O)=O)cc2)n1	-0.8	0.67
27	c1csc(-c2cc(N3CCCCC3)c3ccccc3n2)c1	-0.2	2.5
28	COc1ccc(C(CNS(=O)(=O)c2cccc(F)c2)N2CCCC2)cc1 (stereo not given)	-0.3	·
29	CC(C)CN1CCNC(=O)C1CC(=O)N(C)CC1CCOCC1 (stereo not given)	-0.4	1.1
30	CC[n+]1c(C=C2C=C(C)OC(C)=C2)sc2ccccc21	·	-3.3

# Continued, overlapping the part above by 3 compounds.
entry	molecule	STK33 inh	Kir21 inh
28	COc1ccc(C(CNS(=O)(=O)c2cccc(F)c2)N2CCCC2)cc1 (stereo not given)	-0.3	·
29	CC(C)CN1CCNC(=O)C1CC(=O)N(C)CC1CCOCC1 (stereo not given)	-0.4	1.1
30	CC[n+]1c(C=C2C=C(C)OC(C)=C2)sc2ccccc21	·	-3.3
31	Cc1occc1C(=O)NCCCCc1ccccc1	0.0	-0.67
32	Cc1cccc(NC(=O)CCSc2ccccn2)c1	-0.9	0.15
33	COc1ccnc(Oc2ccc(C)cc2)c1C#N	0.8	-0.72
34	O=C(COC(=O)Cc1ccccc1F)Nc1ccccc1[N+](=O)[O-]	-1.0	·
35	CSc1nncc(/C(C)=N\Nc2ccccc2C)n1	0.1	-0.07
36	CCN1CCN(Cc2ccc(NC(=O)c3cc(NC(=O)c4cc(C)on4)cc(OC)c3)cc2C(F)(F)F)CC1	2.4	1.5
37	COc1ccc([N+](=O)[O-])cc1NCC(=O)c1ccc(C)cc1	0.1	1.1
38	O=C(COc1ccc(Cl)cc1)NCc1nnc2c3ccccc3c(-c3ccccc3)nn12	-0.4	0.7
39	Cc1ccc(C)c(N2CCN(S(=O)(=O)c3cc4c(cc3C)NC(=O)CO4)CC2)c1	-0.2	0.75
40	COc1ccc(S(=O)(=O)N2CCOCC2)cc1NC(=O)COC(=O)C1=COCCO1	2.0	0.97
41	O=C(NCCCN1CCOCC1)C(=O)NCC1OCCN1S(=O)(=O)c1cc(F)ccc1F (stereo not given)	-1.2	0.04
42	COc1ccc(NC(=O)Nc2nnc(-c3ccccc3SCc3ccccc3)s2)cc1	-0.3	0.75
43	COc1ccccc1NC(=S)NCCC(c1ccccc1)c1ccccc1	1.3	0.89
44	Cc1ccc(S(=O)(=O)N2[C@@H](c3ccccc3)C(C(=O)O)=CC[C@H]2c2cccc(Cl)c2)cc1	-1.8	·
45	CN1Cc2c(N3CCOCC3)nc3sc(C(=O)c4ccc(Br)cc4)c(N)c3c2CC1(C)C	-3.1	0.49
46	COc1ccccc1-n1c(SCC(=O)Nc2cccc(C(=O)O)c2)nnc1-c1ccccc1C	-12	-0.12
47	CCOC(=O)c1oc2ccccc2c1NC(=O)c1ccccc1OC	-1.0	-0.02
48	COc1ccc2oc(C(=O)Nc3nc4ccc(S(C)(=O)=O)cc4s3)c(C)c2c1	-0.5	-0.66
49	O=C(c1cc(F)ccc1F)C1CCCN(C(=O)CSc2ccccn2)C1 (stereo not given)	-1.4	-1.1
50	O=C(Nc1ccc(O)c2c(=O)cc(-c3ccccc3Cl)oc12)c1ccc(F)cc1	·	-0.35
51	CCOC(=O)c1sc(NC(=O)Cc2ccc(F)cc2)nc1C	0.6	0.65
52	CC(=O)N1CCN(S(=O)(=O)c2ccc(F)c(Cl)c2)CC1	-0.8	0.78
53	COCCOc1ccc(C(F)(F)F)cc1NC(=O)CN1C(=O)NC2(CCc3ccccc32)C1=O (stereo not given)	0.1	1
54	CCc1ccc(OCC(=O)Nc2ccc3c(c2)COC3=O)cc1	-0.2	-0.01
55	COC(=O)c1c(NC(=O)Cc2cccs2)sc(C)c1C	1.0	-0.27
56	CCOC(=O)c1c(-c2ccccc2)oc2ccc(OC(C)=O)cc12	-1.4	-0.17
57	COc1ccc(C2Nc3ccccc3C(=O)N2NS(C)(=O)=O)c(OC)c1 (stereo not given)	-0.7	0.54
58	O=C(Cc1cccc(NC(=O)C2CCCN(C(=O)C3CCCCC3)C2)c1)Nc1cccc(C(=O)N2CCCC2)c1 (stereo not given)	1.1	·
59	COc1ccccc1-c1nc(C#N)c(NCc2ccc(F)cc2)o1	0.6	0.21
60	COc1ccc2oc3ccc(OC)cc3c(=O)c2c1	-1.4	0.54
61	Cc1ccc2nc3sc(C(=O)N4CCOCC4)c(N)c3cc2c1	·	1.5
62	O=C(c1ccccc1F)c1cc2c(cc1[N+](=O)[O-])OCCO2	-2.2	-1.6
63	COc1ccc(C(=O)NC(=S)NNC(=O)Cc2cccs2)cc1	0.5	0.24
64	COc1ccc(-c2csc(-c3cccnc3)n2)cc1C	-0.3	-1.1
65	NCc1cccc(-n2cccn2)c1	0.5	0.39
66	COc1ccc(CNC(=O)COC(=O)CN2C(=O)C(C)Oc3ccc(C)cc32)cc1 (stereo not given)	0.1	-1.6
67	CN(CC(=O)NCCC1=CCCCC1)S(=O)(=O)c1ccc2c(c1)c(=O)n(C)c(=O)n2C	0.2	·
68	CSc1nc(C)cc(OCCNS(=O)(=O)c2ccc(C)cc2)n1	0.2	-1.9
69	O=c1c2ccccc2nc(SCCN2CCOCC2)n1CCc1ccccc1	3.7	-0.98
70	Cc1ccc2c(c1)c(-c1ccccc1)nc1nncn12	-0.7	0.3
71	CC/C(O)=C(\C#N)c1nnc2n1CCCCC2	-0.4	0.85
72	COc1ccc(OCC(=O)Nc2ccccc2C(=O)N2CCCC2)cc1	-3.0	-0.44
73	O=C(Cc1cccs1)N/N=C\c1ccc([N+](=O)[O-])s1	0.0	-0.04
74	C=C(C)Cn1c(-c2cccs2)n[nH]c1=S	0.4	-0.8
75	O=S(=O)(N(Cc1ccccc1)[C@H](CO)Cc1ccccc1)N(Cc1ccccc1)[C@H](CO)Cc1ccccc1	-0.5	·
76	O=C(Nn1c(-c2ccccc2)nc2ccccc2c1=O)c1cccs1	-2.0	-0.64
77	COCCNC(=O)COC(=O)/C=C/c1c(C)nn(Cc2ccc(Cl)cc2Cl)c1Cl	-2.0	-0.51
78	CCOC(=O)c1nn(-c2ccccc2)c2nc(Nc3ccccc3)cc(=O)n12	-2.1	0.38
79	CS(=O)(=O)N(CC(=O)N1CCCCC1)Cc1ccc(Cl)cc1	-0.4	-2.2
80	COC(=O)c1sccc1NC(=S)Nc1ccc(C)cc1	0.3	1.2
81	Cc1nc(NC(=O)CN2CCC(O)(c3ccc(F)cc3)CC2)sc1C	-1.7	-1.8
82	CCOC(=O)C1CCN(C(=O)CSCCSCC(=O)N2CCC(C(=O)OCC)CC2)CC1	-0.5	-2.6
83	Cn1cccc1/C=C(/C#N)c1ccc(F)cc1	-1.2	1.5
84	COc1ccc(CC(=O)NC2CC(C)(C)NC(C)(C)C2)cc1OC	-0.7	2.1
85	O=S(=O)(Oc1ccc(Cl)cc1)c1cccc2cccnc12	0.4	-3.3
86	Cc1cccc(OCC(=O)NCC(=O)N/N=C/c2cccnc2)c1	-0.6	2.5
87	CC(c1ccccc1)n1cc(C(=O)NCc2ccncc2)nn1 (stereo not given)	-0.2	-0.01
88	COc1cn(-c2ccccc2)nc1C(=O)NCc1ccc(C)cc1	-0.8	0.54
89	CC(=O)Oc1ccc(N2C(=O)C3C(C2=O)C2(C)C=CC3(C)O2)cc1 (stereo not given)	-0.6	·
90	NNC(=O)c1ccc(N2CCc3ccccc32)c([N+](=O)[O-])c1	-0.7	1.3

# (cont.)
entry	molecule	STK33 inh	Kir21 inh
91	COC(=O)c1nc2n(n1)C(c1ccc(OC)c(OC)c1OC)C1=C(CCCC1=O)N2 (stereo not given)	1.4	0.08
92	CCc1cccc(NC(=O)Cn2ncn3c(cc4ccccc43)c2=O)c1	-2.0	-0.58
93	Cc1ccc(N(C(=O)C2COc3ccccc3O2)C(C(=O)NC2CCCCC2)c2cn(C)nc2C)cc1 (stereo not given)	0.1	-2.9
94	CC1(C)CC(=O)C2=C(C1)N(c1ccc(F)cc1)C(=O)CC2c1cccnc1 (stereo not given)	-0.7	1.7
95	CCOC(=O)c1ccc(NC(=O)c2nc[nH]c2C(=O)N(CC)CC)cc1	-0.4	-0.07
96	CCCc1nnc(NC(=O)CN2CCOCC2)s1	-0.5	-0.55
97	CCC(=O)c1cc(F)c(N2CCN(C(=O)Cc3ccccc3)CC2)cc1C	1.2	0.72
98	CCN(CC(=O)NCc1cccs1)C(=O)c1cc(S(=O)(=O)NCc2ccccc2)ccc1C	-0.1	-1.4
99	COc1ccc(C(=O)NC(C)CCc2ccccc2)cc1 (stereo not given)	·	1.5
100	O=C(NCc1ccco1)c1ccccc1O	-17	2.1
101	COc1ccc(-n2nnnc2SCC(=O)N2CCCc3ccccc32)cc1OC	1.0	-0.27
102	Cc1ccc(Oc2ncccc2/C=N/OCc2ccc(Cl)cc2Cl)cc1	-1.0	-0.76
103	COC(=O)C1=C(C)N(Cc2ccccc2)C(=NCc2ccccc2)N[C@H]1c1cccc(F)c1	0.7	-8.8*
104	COC(=O)COc1nsnc1N1CCOCC1	1.9	0.63
105	COc1ccc(OC)c(C=NNC(=O)c2ccccc2NS(=O)(=O)c2cccs2)c1	-1.4	·
106	CCOC(=O)N1CCN(CC(O)COc2ccc(C)cc2C(C)(C)C)CC1 (stereo not given)	0.6	-0.28
107	COc1cc(/C=C2/NC(=O)N(Cc3ccccc3F)C2=O)ccc1O	4.0	-2.8
108	CN(CCO)C(=O)C1CCN(c2ncc(C(F)(F)F)cc2Cl)CC1	0.7	0.29
109	Cc1ccc(SCC(=O)OCC(=O)N(CC(C)C)c2c(N)n(Cc3ccccc3)c(=O)[nH]c2=O)cc1C	5.3	-0.78
110	CCOc1ccc(Nc2nc(NCCN3CCOCC3)nc(OC)n2)cc1	-1.3	0.41
111	CC1=[N+]([O-])C(N2CCOCC2)C(O)(c2ccccc2)C1 (stereo not given)	-1.5	-0.49
112	CCOc1ccccc1C(=O)N[C@H](C(=O)Nc1cc(S(=O)(=O)N(C)C)ccc1OC)C(C)C	-3.8	-0.02
113	COc1ccc2c(c1)c(C(=O)O)c(C)n2-c1ccccc1	-0.7	0.86
114	Cc1nn(Cc2ccccc2)c(C)c1NC(=O)c1cc(-c2ccc3c(c2)OCO3)on1	-3.5	-0.77
115	Cc1ccc(CNC(=S)NCc2ccncc2)cc1	1.1	1.6
116	Cc1ccc2oc3c(SCc4nc5ccccc5[nH]4)nc(C)nc3c2c1	0.1	·
117	Cc1nc(CS(=O)(=O)c2ccc(Cl)cc2)cc(Sc2ccccc2Cl)n1	0.3	-2.5

# With a hit mark in Kir21 inh, among the entries above:
entry	molecule	STK33 inh	Kir21 inh
103	COC(=O)C1=C(C)N(Cc2ccccc2)C(=NCc2ccccc2)N[C@H]1c1cccc(F)c1	0.7	-8.8*

# 3 entries already listed, sorted by their value in Kir21 inh, rising.
no.	mol	Kir21 inh
76	O=C(Nn1c(-c2ccccc2)nc2ccccc2c1=O)c1cccs1	-0.64
73	O=C(Cc1cccs1)N/N=C\c1ccc([N+](=O)[O-])s1	-0.04
16	COc1ccc(N2CC(C(=O)N[C@@H](C)C(=O)NCCc3ccccc3)CC2=O)cc1 (stereo not given in full)	0.76

# Screening results as filed in PubChem BioAssay.
